KB-V1 MDR tox: kills drug-selected multidrug resistant KB-V1 cells; Potency, µM (titrated, usually from 46.1 µM), for the others: at the highest dose activity change, negative = cytotoxicity, usual class: cytotoxic; 3.4% of 400,000 active; AID 1347076; KB-V1 MDR cells viability, CellTiter-Glo, 72 h; also: potency is read from the fitted curve at half-maximal effect; % is scaled to controls: 0 for no effect and ±100 for the full control effect; nearly all actives have a fitted effect of over 60% in size
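Drug-selected KB-V1 cells, grown in DMEM lacking phenol red with 10% FBS, receive compound titrations; after three days at 37 degrees C, surviving cell ATP is quantified by CellTiter-Glo luminescence and responses normalized and curve-fitted.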
DRD3 agonist: D3 dopamine receptor (human) agonism. P35462. 0.58% of 410,000 active. max activation, %. AID 652048. D3R DiscoveRx beta-arrestin cells, luminescence, 90 min; in the data active = max activation above about 30%; also: 0% is about no effect; mostly tested at two doses, the higher about 12 µM
Target sequence (P35462 whole entry, looked up): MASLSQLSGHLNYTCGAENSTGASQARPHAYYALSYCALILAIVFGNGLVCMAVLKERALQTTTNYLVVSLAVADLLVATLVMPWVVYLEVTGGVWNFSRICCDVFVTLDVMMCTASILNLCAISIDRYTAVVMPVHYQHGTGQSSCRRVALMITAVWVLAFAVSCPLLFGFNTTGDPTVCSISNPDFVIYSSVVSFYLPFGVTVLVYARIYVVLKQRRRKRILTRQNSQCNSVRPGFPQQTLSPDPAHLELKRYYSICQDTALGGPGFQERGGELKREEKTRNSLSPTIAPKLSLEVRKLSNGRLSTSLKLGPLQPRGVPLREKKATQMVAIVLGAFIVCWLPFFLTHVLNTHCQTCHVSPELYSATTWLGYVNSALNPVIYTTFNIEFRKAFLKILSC
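Cells at 1500/well, incubated overnight, then treated with pinned compounds (dopamine as control) for 90 min at 37 degrees C. DiscoveRx reagent added for 30 - 60 minutes at room temperature; luminescence read.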
MCF10A rerep: induces DNA re-replication in MCF 10a normal breast cells. MCF 10A DNA re-replication, Hoechst nuclear intensity, 48 h. Potency, µM (top dose mostly 46.1 µM), for inactives: at the top dose activity, positive = re-replication, actives largely listed as activators. 2.9% of 350,000 active. AID 624296; also: potency is read from the fitted curve at half-maximal effect; % of control where 0% means no effect; nearly all actives have a fitted effect of over 50% in size
SW480 rereplic: DNA re-replication induction in SW480 cells; SW480 DNA re-replication, Hoechst DNA content imaging, 48 h; Potency, µM (doses to about 46.1 µM), for inactives: at the highest dose re-replication activation, hits mostly activators; 1.8% of 340,000 active; AID 624297; also: potency is read from the fitted curve at half-maximal effect; % of control where 0% means no effect; nearly all actives have a fitted effect of over 55% in size
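Image-based DNA-content assay: after two days of treatment, nuclei were labelled with the DNA dye Hoechst and imaged, and hits were compounds raising the count of nuclei showing high fluorescence intensity.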
GLP1R cytotox: cytotoxic in the GLP-1 receptor inverse agonist counter-screen; HEK293 cAMP-luciferase reporter cells, luminescence, 24 h; Potency, µM (top dose mostly 38.3 µM), for inactives: top-dose activity change, negative = inhibition, usual class: inhibitors; 0.13% of 410,000 active;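 also: loss of luciferase light is scored as toxicity; potency is read from the fitted curve at half-maximal effect; % is scaled to controls: 0 for no effect and ±100 for the full control effect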
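Here, cytotoxicity is scored as loss of luminescence. The MLSMR collection was tested on cells seeded in medium containing 10% Nu serum, with a 24 hr compound exposure preceded by 12 hours of culture.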
IL-1B inflam inh: inhibitors of inflammasome signaling (IL-1 beta secretion) | THP-1 LPS/ATP IL-1B secretion, AlphaLISA, 16 h; hits give low values | activity change, % at 57.5 µM | 4.7% of 360,000 active; in the data active = activity change below about -50%; inconclusive = mostly about -30% to -49%; also: % is scaled to controls: 0 for no effect and ±100 for the full control effect
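THP-1 cells pretreated 1 hr with compounds (up to 57.5 uM final), then stimulated with LPS (250 ng/mL final) plus ATP (1.25 mM final); secreted IL-1B measured by AlphaLISA after 16 hr, decreased signal indicating inhibition.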
HT1080 IDH1KD tx: kills HT-1080 cells with IDH1 knockdown; HT-1080 IDH1 knockdown viability, ATP luminescence, 48 h; 2% of 360,000 active; Potency, µM (titrated, usually from 46.1 µM), for the others: top-dose activity, negative = toxicity, actives largely listed as cytotoxic;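 also: potency is read from the fitted curve at half-maximal effect; 0% = DMSO wells and -100% = cell-free medium wells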
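In this qHTS, HT-1080 cells depleted of IDH1 are exposed for 48 h at 37 °C to compound titrations. Toxicity is scored from CellTiter-Glo luminescence, with DMSO as full viability and medium alone as none.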
KB-3-1 tox: KB-3-1 parental cell cytotoxicity. AID 1347075. Potency, µM (doses to about 46.1 µM), without a hit: at the top dose activity change, negative = cytotoxic, usual class: cytotoxic. KB-3-1 viability, CellTiter-Glo ATP luminescence, 72 h. 1.4% of 400,000 active; also: potency is read from the fitted curve at half-maximal effect; % is scaled to controls: 0 for no effect and ±100 for the full control effect; nearly all actives have a fitted effect of over 60% in size
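Parental KB-3-1 adenocarcinoma cells in phenol-red-free DMEM with 10% FBS were pin-treated with compounds at several concentrations, incubated 72 h at 37 °C, and viability read by CellTiter-Glo luminescence; concentration-effect curves were fitted after normalization.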
HT1080NT lethal: kills 2HG-producing HT-1080-NT fibrosarcoma cells. AID 686970. Potency, µM (top dose mostly 46.1 µM), inactives show top-dose activity, negative = less viability, actives largely listed as cytotoxic. 1.6% of 360,000 active. HT-1080-NT fibrosarcoma viability, CellTiter-Glo ATP luminescence, 48 h;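 also: NT is the 2HG producing partner of a matched IDH1 knockdown line; potency is read from the fitted curve at half-maximal effect; 0% = DMSO-treated cells and -100% = media-only wells without cells; nearly all actives have a fitted effect of over 55% in size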
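750 cells/well, RPMI + 5% FBS; 2 h settle, compound pin-transfer, 48 h at 37 degrees C. CellTiter-Glo 10 min RT, luminescence. Normalized to DMSO and media-only wells.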
* = called active by the depositor; ? = inconclusive; · = not tested or not shown; & = joins results of further samples; [ ] = dose if it differs, or a comment. Unless noted, calls follow the shape of the dose curve; as a rule, active = well fitted curve in the direction sought with a large enough effect; inconclusive = small, poorly fitted or top-dose-only effect, or another doubt; inactive = no such curve, though single readings can be large; an effect the other way counts as inactive or inconclusive.

#1 COc1cc(/C=c2\s/c(=C\C(=O)C(C)(C)C)[nH]c2=O)cc(OC)c1OC
#2 CCC(C)(C)NC(=O)C(c1cccc(OC)c1OC)N(Cc1ccc(OC)cc1)C(=O)CCC(=O)Nc1cc(C)on1 (stereo unspecified)
#3 Cc1nc(-c2ccccc2)cn2c1nc1ccccc12
#4 CS(=O)(=O)n1nc(NCc2cccs2)nc1NCc1cccs1
#5 O=C(NCC(=O)N(c1ccc(F)cc1)C(C(=O)NCC1CCCO1)c1ccccc1)c1ccco1 (stereo unspecified)
#6 CN1CCN(C(=O)c2ccc(N(C)S(=O)(=O)c3cccs3)cc2)CC1
#7 Cc1ccn2c(CNCCn3cccn3)c(C(=O)N3CCCCCC3)nc2c1
#8 CCc1nnc(NC(=O)c2ccc(NS(=O)(=O)c3ccccc3)cc2)s1

screen / no.,1,2,3,4,5,6,7,8
KB-V1 MDR tox,?,-23%,-8%,-23%,-4%,-6%,-25%,?
DRD3 agonist,6,3,2,10,0,-6,-8,9
MCF10A rerep,18µM*,11%,8%,-31%[inhibitor],1%,?,25%,1%
SW480 rereplic,4.1µM*,12%,-4%,-11%,-5%,5%,-11%,-5%
GLP1R cytotox,-27%,1%,52%[activator],13%,2%,11%,0%,0%
IL-1B inflam inh,8,-11,-15,-15,-4,2,0,23
HT1080 IDH1KD tx,-26%,-12%,-8%,1%,14%,9%,4%,0%
KB-3-1 tox,-13%,29%,-4%,-7%,3%,-3%,-1%,43%&-25%
HT1080NT lethal,-24%,-25%,-16%,22%,8%,17%,7%,3%

#9 Cc1ccc(SCC(=O)NNC(=O)CNC(=O)c2ccccc2F)cc1
#10 COc1ccc(C(=O)COC(=O)CCCN=C2NS(=O)(=O)c3ccccc32)c(OC)c1
#11 COc1ccc(S(=O)(=O)Nc2cc3c4c(c2)CC(=O)N4CCC3)cc1OC
#12 COc1cc(Br)c(C(C)NC(=O)c2cccc(Br)c2)cc1OC (stereo unspecified)
#13 O=C(CSC1=NCCS1)Nc1ccc(S(=O)(=O)N2CCCCCC2)cc1
#14 O=C(Cn1ccc2ccccc2c1=O)NCCC(=O)Nc1cccnc1
#15 Cn1c(=O)oc2cc(S(=O)(=O)N3CCC(N4CCCCC4)CC3)ccc21
#16 CC(C)=C(NC(=O)c1ccccc1)C(=O)Nc1ccc(C(=O)O)cc1

screen / no.,9,10,11,12,13,14,15,16
KB-V1 MDR tox,27%,?,-8%,?,?,-7%,?,16%
DRD3 agonist,4,6,2,-2,0,-13,0,4
MCF10A rerep,3%,9%,·,25%,?,-7%,6%,0%
SW480 rereplic,-3%,15%,·,0%,?,-6%,-9%,16%
GLP1R cytotox,0%,5%,1%,4%,?,-8%,-5%,-12%
IL-1B inflam inh,12,-25,25,-2,-2,9,29,-4
HT1080 IDH1KD tx,7%,4%,-2%,?,0%,6%,9%,13%
KB-3-1 tox,1%,1%,2%,-23%,0%,-1%,5%,-3%
HT1080NT lethal,-1%,8%,-2%,-25%,-5%,14%,9%,10%

Rewritten with values under each structure: part of the list above
Results follow in this order: KB-V1 MDR tox, DRD3 agonist, MCF10A rerep, SW480 rereplic, GLP1R cytotox, IL-1B inflam inh, HT1080 IDH1KD tx, KB-3-1 tox, HT1080NT lethal
(10) COc1ccc(C(=O)COC(=O)CCCN=C2NS(=O)(=O)c3ccccc32)c(OC)c1
 : ?, 6, 9%, 15%, 5%, -25, 4%, 1%, 8%
(11) COc1ccc(S(=O)(=O)Nc2cc3c4c(c2)CC(=O)N4CCC3)cc1OC
 : -8%, 2, ·, ·, 1%, 25, -2%, 2%, -2%
(12) COc1cc(Br)c(C(C)NC(=O)c2cccc(Br)c2)cc1OC (stereo unspecified)
 : ?, -2, 25%, 0%, 4%, -2, ?, -23%, -25%
(13) O=C(CSC1=NCCS1)Nc1ccc(S(=O)(=O)N2CCCCCC2)cc1
 : ?, 0, ?, ?, ?, -2, 0%, 0%, -5%

Remaining list, next part.
#17 Cc1cc(OC2CCCCC2)nc(NCc2ccccc2)n1
#18 O=C(Nc1ccccc1)/C(=C/c1cccc(Br)c1)NC(=O)c1ccco1
#19 O=C(c1cc2cc(Br)cc(Br)c2oc1=O)N1CCOCC1
#20 CCOC(=O)c1cccc(NC(=O)N2CC(CC)Sc3ccccc32)c1 (stereo unspecified)
#21 N#CCCn1cc(CNCc2ccccc2)c(-c2cccc([N+](=O)[O-])c2)n1
#22 O=C(COc1ccc(F)cc1)NCC1(N2CCOCC2)CCCCC1

screen / no.,17,18,19,20,21,22
KB-V1 MDR tox,-1%,?,0%,8%,-1%,?
DRD3 agonist,-7,0,3,-3,4,-7
MCF10A rerep,-14%,?,-3%,·,-7%,0%
SW480 rereplic,-13%,?,2%,·,-1%,-8%
GLP1R cytotox,0%,9%,45%[activator],20%,-13%,-7%
IL-1B inflam inh,·,-13,38,·,-5,-15
HT1080 IDH1KD tx,16%,-4%,0%,·,-14%,5%
KB-3-1 tox,2%,0%,11%,9%,3%,-3%
HT1080NT lethal,18%,-14%,3%,·,-15%,-9%

Entries of single compounds from above. Values in the order: KB-V1 MDR tox	DRD3 agonist	MCF10A rerep	SW480 rereplic	GLP1R cytotox	IL-1B inflam inh	HT1080 IDH1KD tx	KB-3-1 tox	HT1080NT lethal
`CCOC(=O)c1cccc(NC(=O)N2CC(CC)Sc3ccccc32)c1` (stereo unspecified) across the screens: 8%	-3	·	·	20%	·	·	9%	·
`O=C(Nc1ccccc1)/C(=C/c1cccc(Br)c1)NC(=O)c1ccco1` across the screens: ?	0	?	?	9%	-13	-4%	0%	-14%
`O=C(COc1ccc(F)cc1)NCC1(N2CCOCC2)CCCCC1` across the screens: ?	-7	0%	-8%	-7%	-15	5%	-3%	-9%
